Integrin act MD = activators of alpha7 integrin expression for muscular dystrophy; alpha7betagal myoblasts, beta-gal FDG fluorescence, 48 h; Potency, µM (series often up to 38.3 µM), for the others: top-dose activation, usual class: activators; hit rate 0.064% among 350,000;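 note: 100% = response of the positive control SU9516; nearly all actives have a fitted effect of over 60% in size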
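alpha7betagal+/- myoblasts (passage 13, 250/well) treated 48 h at 37C with compounds at 1:260 dilution of DMSO stock. Lysed, then beta-galactosidase activity read as FDG fluorescence (ex 480/em 540) after 30 min, with pre-read for autofluorescence.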
BRCA1 expr up = increases BRCA1 expression. MCF7-BRCA1-FFLuc reporter, luminescence, 48 h; response scale: scaled: vehicle 0%, 10 µM genistein 100%. Potency, µM (doses to about 46.1 µM), without a hit: at the highest dose activation, most hits filed as activators. hit rate 1.1% among 380,000; note: nearly all actives have a fitted effect of over 80% in size; some results filed as inactive show a strong effect at the top dose
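MCF7-BRCA1-FFLuc cells, 2000/well in phenol-red-free MEM, attached 2 h then treated 48 h at 37 C. Luciferase luminescence read 15 min after reagent; normalized to genistein maximum activation (10microM) and DMSO, concentration-response fitted.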
The depositor's hits bear a star; u = inconclusive; [ ] = dose if it differs, or a comment. Calls come from the whole dose curve; as a rule, active = well fitted activation curve with a large enough effect; inconclusive = small, poorly fitted or top-dose-only effect; inactive = no such curve, though single readings can be large or run the other way. Potency is the fitted concentration of half-maximal effect. A portion of the library, so the mix of outcomes need not match the whole.

SMILES	Integrin act MD	BRCA1 expr up
Cc1ccsc1C(=O)NCC(c1cccs1)N1CCOCC1 (configuration not stated)	-44%	-37%
Cc1ccc([C@@H]2CC(=O)[C@@H]3CN(S(=O)(=O)c4ccc(C)cc4)[C@H](c4ccc(Cl)cc4)C[C@@H]3N2S(=O)(=O)c2ccc(C)cc2)cc1	-17%	17%
COc1ccc(C(=O)OCc2cc(=O)oc3c(C)c(C)ccc23)cc1S(=O)(=O)N1CCOCC1	4%	3%
CC(=O)N1C[C@H]2CON(C)[C@H]2C[C@H]1c1ccc(-c2ccc(C#N)cc2)cc1	8%	-14%
COc1ccc(C2CC(=O)C=C3c4ccc(OC)cc4CCC32)cc1 (configuration not stated)	13%	5%
CC1COCC(C)N1C(=O)c1cccnc1 (configuration not stated)	-7%	-13%
COc1cccc(NC(=O)N(C)C[C@H]2OCc3cnnn3CCCC(=O)N([C@H](C)CO)C[C@@H]2C)c1	0%	15%
COc1ccc(Cl)cc1N(CC(=O)NCc1ccccn1)S(=O)(=O)c1ccc(C)cc1	-13%	-2%
Cc1nc2ccccn2c(=O)c1NC(=O)c1ccc(Br)o1	-9%	-17%
C[C@@H]1CN([C@@H](C)CO)C(=O)c2cc(C#Cc3ccccc3)cnc2O[C@H]1CN(C)C(=O)c1ccccc1F	4%	-14%
Cc1nn(C)c2c1NC(=O)CS2	5%	-1%
O=C(CCn1c(=S)[nH]c2cc3c(cc2c1=O)OCO3)NCCc1ccccc1Cl	8%	28%
Cc1onc(-c2ccccc2)c1NC(=O)OC(C)c1cccnc1 (configuration not stated)	-4%	1%
O=C(Nc1ccc(NC(=S)NC(=O)c2ccco2)cc1)c1ccc(Br)cc1	-5%	1%
Cc1ccc([C@H]2C[C@H](O)[C@@H](n3cc(C4CC4)nn3)CN2C(=O)c2cccs2)cc1	30%	6%
O=C(CCN1CCCO1)N1CCCC(Nc2cccc(F)c2)C1 (configuration not stated)	-13%	1%
CCc1ccccc1NC(=O)CN1CCN(C(=O)c2cc(C3CC3)nn2-c2ccccc2)CC1	3%	-35%
Cc1ccc2c(=O)n3c(nc2c1)C(Cc1ccccc1)NC(=O)c1cccnc1-3 (configuration not stated)	7%	1%
C[C@@H]1CN([C@H](C)CO)C(=O)CCCn2nncc2CO[C@H]1CN(C)Cc1ccccc1	9%	-1%
CC1CCN(C(=O)CCC(=O)Nc2ccc([N+](=O)[O-])cc2)CC1	1%	-2%
CCOC(=O)c1c(NC(=O)COC(=O)c2cccc([N+](=O)[O-])c2)sc(C(=O)N(C)C)c1C	-1%	1%
COc1ccc([C@H]2N[C@]3(CCCN(Cc4ccc(Cl)cc4)C3=O)[C@H]3C(=O)N(Cc4ccccc4)C(=O)[C@@H]23)cc1	21%	5%
O=C(CSc1ncccn1)NC(=O)NC1CCCC1	16%	38%
O=C1CCC(C(=O)OCC(=O)Nc2ccccc2Br)=NN1	-3%	5%
C[C@@H]1CN([C@@H](C)CO)C(=O)c2cc(NC(=O)c3ccccc3)ccc2O[C@@H](C)CCCCO[C@@H]1CN(C)Cc1ccc(C(F)(F)F)cc1	-1%	-23%
CC1CCC2(CC1)NC(=O)N(CC(=O)Nc1ccc(N3CCCCC3)cc1)C2=O (configuration not stated)	-11%	13%
CN(CC(=O)Nc1ccc(Cl)cc1)CC(=O)N1CCc2ccccc21	13%	-2%
Cc1nc(N/N=C/c2cccnc2)cc(N2CCOCC2)n1	4%	-16%
CCC(=C(c1ccc(O)cc1)c1ccc(OCCN(C)C)cc1)c1ccccc1	-14%	-51%
c1ccc2cc(C3OCC4(CCCC4)CO3)ccc2c1	-23%	u
COc1ccccc1-c1n[nH]nc1C1=CC(=O)C[C@H](c2ccc(F)cc2)C1	3%	-11%
COc1cc(N=Nc2ccc(Br)cc2)cc(C=O)c1O	16%	-50%
CN(C)Cc1ccccc1CNC(=O)c1ccc(Cl)c(S(=O)(=O)NC2CC2)c1	4%	1%
O=C1CNC(=O)c2cc(Cl)ccc2N1	1%	0%
Cc1cccc(NC(=O)CNC(=O)c2ccc(S(=O)(=O)NCc3ccco3)cc2)c1C	5%	-5%
CCCCN1C[C@H](C)[C@@H](CC(=O)Nc2ccccc2)C1=O	1%	-5%
COc1ccc([C@@H]2C[C@H]3[C@@H](CN2S(=O)(=O)c2ccccc2)C(=O)C[C@@H](c2cccc4ccccc24)N3S(=O)(=O)c2ccc(C)cc2)cc1	7%	1%
CCCCCCn1c(=O)n2n(c1=O)[C@@H]1CN(S(=O)(=O)c3ccc(C)cc3)C[C@]1(O)[C@@H](OC(=O)NCc1ccco1)C2	2%	-17%
C[C@@H]1CN([C@H](C)CO)C(=O)c2c(c3ccccc3n2C)-c2ccccc2CO[C@@H]1CN(C)Cc1ccc(O)cc1	-2%	-22%
COc1cc2ccccc2cc1C(=O)N/N=C/c1cccs1	-38%	-61%
C=CCn1c(C)nnc1SCC(=O)N1c2ccccc2NC(=O)C1(C)C	-3%	3%
COc1ccc(/C=C/C(=O)OCC(=O)Nc2nnc(-c3ccccc3)o2)c(OC)c1	11%	-2%
C[C@H]1C(=O)N(C)CCN1C(=O)c1ccc(OC2CCN(CCc3ccccc3)CC2)cc1	-7%	3%
O=P1(O)CC2=C(CC=CC2)C1	-1%	0%
CC1CCN(C(=O)c2ncn3c2c(=O)[nH]c2ccccc23)CC1	24%	4%
Cc1cccc(NC(=O)c2nc[nH]c2C(=O)N[C@@H](C)CO)c1	15%	-7%
COc1ccccc1NC(=O)N(C)C[C@@H]1OCc2ccccc2-c2c(n(C)c3ccccc23)C(=O)N([C@H](C)CO)C[C@@H]1C	-31%	-8%
CC1=C(C(=O)N(C)C)CC(CC(=O)NCCCN(C)C)C(=O)N1CCC1=CCCCC1 (configuration not stated)	-1%	3%
CCC/C=C/c1ccc(CN2C(CC(C)C)C(=O)N(Cc3cn(CCC4OCCCO4)nn3)CCS2(=O)=O)cc1 (configuration not stated)	-66%[inhibitor]	-58%
CC(C)CN(C(=O)CSc1nnc(-c2cccs2)n1C1CC1)C1CCS(=O)(=O)C1 (configuration not stated)	9%	-8%
CC(NS(=O)(=O)c1cc2c3c(c1)CCN3C(=O)CC2)c1ccccc1 (configuration not stated)	-4%	-6%
CC(C)C#Cc1ccc2c(c1)O[C@@H](CN(C)S(=O)(=O)c1cn(C)cn1)[C@@H](C)CN([C@H](C)CO)S2(=O)=O	-13%	2%
C[C@@H]1CN([C@@H](C)CO)C(=O)CCCn2nncc2CO[C@H]1CN(C)C(=O)NC1CCCCC1	-5%	0%
O=C(COC(=O)c1ccc(S(=O)(=O)N2CCCC2)cc1)Nc1ccccc1Cl	12%	-4%
CC1(C)CN(C2CCCCC2)C(=O)[C@H]1CC(=O)Nc1ccc(Br)cc1	-1%	-13%
C[C@@H]1CCCCO[C@H](CN(C)Cc2ccc(C(=O)O)cc2)[C@@H](C)CN([C@H](C)CO)C(=O)c2cc(N(C)C)ccc2O1	-20%	7%
COc1ccccc1N1CCN(C(=S)NC(=O)c2ccc([N+](=O)[O-])cc2)CC1	-9%	-27%
COc1cccc(S(=O)(=O)N(C)C[C@H]2OCc3cnnn3CCCC(=O)N([C@H](C)CO)C[C@H]2C)c1	-1%	-15%
CCOc1ccc(S(=O)(=O)NCCC(=O)NCC(c2ccc(OC)cc2)N2CCOCC2)cc1 (configuration not stated)	3%	3%
COc1ccc(S(=O)(=O)N=N/C=C2\C=CC=CN2O)cc1OC	20%	2%
(continued)
SMILES	Integrin act MD	BRCA1 expr up
Cc1ccc(S(=O)(=O)n2cccc2/C=C/[N+](=O)[O-])cc1	-62%[inhibitor]	-82%
COc1ccc(-n2ncc3c(SCC(=O)OC(C)C)ncnc32)cc1	-1%	12%
COc1ccc(S(=O)(=O)N2CCOCC2)cc1NC(=O)C1CC(=O)N(c2ccc3c(c2)OCCO3)C1 (configuration not stated)	-12%	-26%
[O-][N+](=Cc1c(Cl)cccc1Cl)CC1(O)CCCCC1	-8%	-17%
CC(C)c1ncc(CO)n1Cc1c(Cl)cccc1Cl	11%	-6%
O=C1CCC2CN3CCc4c([nH]c5ccccc45)C3CC2C1 (configuration not stated)	3%	-1%
CC(=O)c1c(O)cc2c3c1OC(C)(C)C1CCC(C)(CC31)O2 (configuration not stated)	10%	-3%
C[C@H](CO)N1C[C@H](C)[C@H](CN(C)Cc2cccc(F)c2)Oc2ncc(Br)cc2C1=O	7%	-23%
CCC(C)(C)C1CCC2(CC1)NC(=O)N(CC(=O)N1CCN(c3ccccc3OC)CC1)C2=O (configuration not stated)	9%	6%
Cc1cc(Br)c(NC(=O)CN2C(=O)NC3(CCOc4ccccc43)C2=O)c(Br)c1 (configuration not stated)	-3%	4%
CSc1nsc(NN)n1	6%	0%
C=CCN(c1ccc(F)cc1)S(=O)(=O)c1cc(C(=O)NC2CC2)ccc1Cl	-4%	-21%
C[C@H](CO)N1C[C@H](C)[C@@H](CN(C)C(=O)Nc2ccc(C(C)(C)C)cc2)OCc2cnnn2CCCC1=O	7%	5%
CC1(C)C(=Cc2ccccc2)C(=O)c2ccccc21	2%	3%
O=C(COC(=O)Cc1ccc(Cl)cc1)NCc1ccc(Cl)cc1	4%	5%

Three compounds from above, sorted by the number in Integrin act MD, largest number first:
Compound | Integrin act MD
C[C@H](CO)N1C[C@H](C)[C@@H](CN(C)C(=O)Nc2ccc(C(C)(C)C)cc2)OCc2cnnn2CCCC1=O | 7%
O=C(COC(=O)Cc1ccc(Cl)cc1)NCc1ccc(Cl)cc1 | 4%
CC1(C)C(=Cc2ccccc2)C(=O)c2ccccc21 | 2%

Next section:
SMILES	Integrin act MD	BRCA1 expr up
COc1ccccc1N(C)S(=O)(=O)c1ccc(C(=O)NCCCN2CCCC2=O)cc1	-14%	-15%
C[C@@H]1CN([C@@H](C)CO)C(=O)CCCn2cc(nn2)CO[C@H]1CN(C)C(=O)c1cc(-c2ccccc2)on1	-11%	3%
C[C@H](CO)N1C[C@H](C)[C@@H](CN(C)Cc2cccnc2)OCc2cnnn2CCCC1=O	-26%	5%
C[C@H](CO)N1C[C@H](C)[C@@H](CN(C)Cc2ccccc2)OCCCC[C@H](C)Oc2ccc(N(C)C)cc2C1=O	14%	1%
CCOC(=O)Nc1ccc(S(=O)(=O)N2CCC(c3nc4ccccc4[nH]3)CC2)cc1	-14%	-22%
COc1ccccc1S(=O)(=O)N(C)C[C@H]1OCc2cnnn2CCCC(=O)N([C@H](C)CO)C[C@@H]1C	13%	-4%
CC1(C2CC2)NC(=O)N(CC(=O)Nc2ccc(OC(F)F)cc2)C1=O (configuration not stated)	-9%	3%
COC(=O)C1CC(c2ccccc2)N(c2ccccc2)O1 (configuration not stated)	-4%	26%
C[C@H]1CN([C@@H](C)CO)C(=O)CCCn2nncc2CO[C@@H]1CN(C)S(=O)(=O)c1ccc2ccccc2c1	2%	10%
Cc1cc(Nc2ccccc2C(=O)O)n2ncnc2n1	6%	-1%
CC(=O)Nc1ccc(N2CCOCC2)c(S(=O)(=O)Nc2ccccc2Cl)c1	-13%	-16%
COc1cc(C=NNc2ccccc2)ccc1OC(=O)c1ccccc1	-24%	-3%
CCCCCC(=O)N1C[C@@H](O)[C@H](n2cc(-c3ccc(F)cc3)nn2)C[C@@H]1c1ccc(C)cc1	9%	-31%
COc1ccc(N2C[C@H](CSC)[C@@H](CC(=O)Nc3ccc(Br)cc3)C2=O)cc1	-6%	-6%
CCn1c(SCC(=O)NC2CC2)nc2ccccc21	2%	-1%

In the list so far, 2 have a COOH group:
SMILES	Integrin act MD	BRCA1 expr up
C[C@@H]1CCCCO[C@H](CN(C)Cc2ccc(C(=O)O)cc2)[C@@H](C)CN([C@H](C)CO)C(=O)c2cc(N(C)C)ccc2O1	-20%	7%
Cc1cc(Nc2ccccc2C(=O)O)n2ncnc2n1	6%	-1%

Among those listed so far, these have a thiophene ring, fused or not:
SMILES	Integrin act MD	BRCA1 expr up
Cc1ccsc1C(=O)NCC(c1cccs1)N1CCOCC1 (configuration not stated)	-44%	-37%
Cc1ccc([C@H]2C[C@H](O)[C@@H](n3cc(C4CC4)nn3)CN2C(=O)c2cccs2)cc1	30%	6%
CCOC(=O)c1c(NC(=O)COC(=O)c2cccc([N+](=O)[O-])c2)sc(C(=O)N(C)C)c1C	-1%	1%
COc1cc2ccccc2cc1C(=O)N/N=C/c1cccs1	-38%	-61%
CC(C)CN(C(=O)CSc1nnc(-c2cccs2)n1C1CC1)C1CCS(=O)(=O)C1 (configuration not stated)	9%	-8%

More results follow:
SMILES	Integrin act MD	BRCA1 expr up
Cc1ccccc1NC(=O)C(C)OC(=O)C1CCCO1 (configuration not stated)	12%	15%
O=C1NC(Cc2ccc(O)cc2)c2nc3cc(F)ccc3c(=O)n2-c2cc3ccccc3cc21 (configuration not stated)	-62%[inhibitor]	-67%
COc1ccc(C)cc1Nc1ncnc2c1nnn2Cc1ccccc1Cl	-1%	-15%
O=C(CCNS(=O)(=O)c1ccc(Cl)cc1)NCCc1ccccc1	2%	-3%
